RORgamma inh = qHTS for inhibitors of ROR gamma transcriptional activity; Nuclear receptor ROR-gamma (Mus musculus), P51450; Drosophila S2 Gal4-RORgamma UAS-luciferase reporter, 20 h; Potency, µM (series often up to 53.6 µM), for inactives: at the top dose activity change, negative = inhibition, most hits filed as inhibitors; actives 5.4% (n = 310,000); AID 2551, 2010; further: on the % scale 0 is the no-effect control and ±100 the full control effect; nearly all actives have a fitted effect of over 60% in size
Target sequence (P51450 whole entry, looked up, the tested form may be a part): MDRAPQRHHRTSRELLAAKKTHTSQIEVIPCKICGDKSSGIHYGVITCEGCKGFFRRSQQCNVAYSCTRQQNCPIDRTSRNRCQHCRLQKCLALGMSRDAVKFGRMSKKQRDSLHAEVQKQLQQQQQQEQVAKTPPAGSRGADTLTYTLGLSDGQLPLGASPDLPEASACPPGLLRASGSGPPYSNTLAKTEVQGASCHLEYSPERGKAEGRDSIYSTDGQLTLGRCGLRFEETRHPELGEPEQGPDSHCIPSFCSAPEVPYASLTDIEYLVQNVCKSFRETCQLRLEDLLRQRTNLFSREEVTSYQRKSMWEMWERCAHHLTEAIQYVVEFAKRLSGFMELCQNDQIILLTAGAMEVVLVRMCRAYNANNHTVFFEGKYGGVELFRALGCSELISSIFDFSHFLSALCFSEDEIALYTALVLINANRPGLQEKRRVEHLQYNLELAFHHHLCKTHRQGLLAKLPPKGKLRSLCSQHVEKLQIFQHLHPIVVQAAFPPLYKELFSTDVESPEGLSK
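Luminescence from a UAS-regulated Photinus luciferase reporter in stably transfected Drosophila Schneider cells is measured; decreased signal marks ROR gamma inhibition. Fusion expression is induced by 700 uM copper sulfate for 20 hr.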
BRCA1 expr act = qHTS Assay to Identify Small Molecule Activators of BRCA1 Expression. MCF7-BRCA1-FFLuc reporter, luminescence, 48 h; response scale: scaled: vehicle 0%, 10 µM genistein 100%. Potency, µM (titrated, usually from 46.1 µM), for inactives: at the top dose activation, actives largely listed as activators. actives 1.1% (n = 380,000); further: nearly all actives have a fitted effect of over 80% in size; some results filed as inactive show a strong effect at the top dose
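MCF7-BRCA1-FFLuc, 2000 cells/well; 2 h attach, 37 °C/5% CO2; compound 48 h; luciferase substrate 15 min; luminescence end-point. Norm. to genistein 10 microM max activation and DMSO; concentration-response curves fitted.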
VP16 counter = VP16 counterscreen qHTS for inhibitors of ROR gamma transcriptional activity | Potency, µM (top dose mostly 53.6 µM), for inactives: at the highest dose activity, negative = inhibition, usual class: inhibitors | AID 2546, 2010 | Drosophila S2 Gal4-VP16 UAS-luciferase, luminescence, 20 h | actives 3.5% (n = 310,000);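 further: Gal4-VP16 expression switched on by copper sulfate through the metallothionein promoter; on the % scale 0 is the no-effect control and ±100 the full control effect; nearly all actives have a fitted effect of over 50% in size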
p53 reactivation = qHTS assay for re-activators of p53 using a Luc reporter. H1299 p53-A138V BP100-luciferase reporter, luminescence, 24 h. Potency, µM (highest dose often 92.2 µM), inactives show at the highest dose activity change, positive = activation, hits mostly activators. actives 0.063% (n = 320,000); further: % of control where 0% means no effect; nearly all actives have a fitted effect of over 45% in size
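p53-null H1299 cells stably carrying temperature-sensitive p53-A138V and a BP100-luciferase reporter were pinned with compounds (4-point, 1:5 series) and held 24 hrs at 37 deg C. Luminescence was read 10 min after detection reagent.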
Rab9 prom act = qHTS Assay for Rab9 Promoter Activators. Potency, µM (highest dose often 9.22 µM), for the others: top-dose activation, negative = inhibition, hits mostly activators. Huh7 Rab9 promoter-luciferase reporter, luminescence, 24 h. actives 2.8% (n = 320,000); further: % of control where 0% means no effect; nearly all actives have a fitted effect of over 60% in size
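Using Huh7 cells stably transfected with Rab9 promoter–luciferase, compounds were incubated 24 h at 37 °C, 5% CO2; luciferase luminescence was read 10 min after reagent addition.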
MBNL1-CUG inh = qHTS Assay for Inhibitors of MBNL1-poly(CUG) RNA binding | AID 2675, 2010 | actives 0.036% (n = 280,000) | TR-FRET MBNL1-His/biotin-(CUG)12 binding, 665/545 ratio | Potency, µM (titrated, usually from 57.5 µM), without a hit: at the highest dose activity change, negative = inhibition, most hits filed as inhibitors | Muscleblind-like protein 1 (Homo sapiens), Q9NR56; active means well fitted inhibition curve with a large enough effect in the signal ratio, with a control signal flat, not every such curve was filed as active; inconclusive means small, poorly fitted or top-dose-only effect, or effect the other way, or a change in a side signal; inactive means no such curve, though single readings can be large or run the other way; the % refers to the signal ratio; further: on the % scale 0 is the no-effect control and ±100 the full control effect
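Compound titration spanned 92 nM–58 uM against the MBNL1-His/biotin-(CUG)12 complex. After 60 min at room temperature with 5 nM streptavidin-XL665 and 0.055 ng/ul terbium anti-His, ratiometric 665/545 nm emission (Ex 340 nm) normalized to controls.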
uPA generation = qHTS for Inhibitors of Cell Surface uPA Generation; cell surface uPA generation assay, qHTS; actives 0.31% (n = 330,000); Potency, µM (top dose mostly 38.3 µM), without a hit: at the top dose activity change, negative = inhibition, most hits filed as inhibitors; active means well fitted inhibition curve with a large enough effect; inconclusive means small, poorly fitted or top-dose-only effect; inactive means no such curve, though single readings can be large or run the other way; tested in mouse RAW 264.7 cells; further: on the % scale 0 is the no-effect control and ±100 the full control effect; nearly all actives have a fitted effect of over 55% in size
FLuc counter = qHTS profiling assay for firefly luciferase inhibitor/activator using purifed enzyme and Km concentrations of substrates (counterscreen for miR-21 project); Luciferin 4-monooxygenase (Photinus pyralis), P08659; purified FLuc, Km substrates, luminescence inhibition; Potency, µM (top dose mostly 57.5 µM), inactives show at the top dose activity change, negative = inhibition, hits mostly inhibitors; actives 6.9% (n = 360,000); AID 588342, 2011;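 further: plate controls were vehicle for no effect and reference inhibitor for full effect; nearly all actives have a fitted effect of over 55% in size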
Target sequence (P08659 whole entry, looked up): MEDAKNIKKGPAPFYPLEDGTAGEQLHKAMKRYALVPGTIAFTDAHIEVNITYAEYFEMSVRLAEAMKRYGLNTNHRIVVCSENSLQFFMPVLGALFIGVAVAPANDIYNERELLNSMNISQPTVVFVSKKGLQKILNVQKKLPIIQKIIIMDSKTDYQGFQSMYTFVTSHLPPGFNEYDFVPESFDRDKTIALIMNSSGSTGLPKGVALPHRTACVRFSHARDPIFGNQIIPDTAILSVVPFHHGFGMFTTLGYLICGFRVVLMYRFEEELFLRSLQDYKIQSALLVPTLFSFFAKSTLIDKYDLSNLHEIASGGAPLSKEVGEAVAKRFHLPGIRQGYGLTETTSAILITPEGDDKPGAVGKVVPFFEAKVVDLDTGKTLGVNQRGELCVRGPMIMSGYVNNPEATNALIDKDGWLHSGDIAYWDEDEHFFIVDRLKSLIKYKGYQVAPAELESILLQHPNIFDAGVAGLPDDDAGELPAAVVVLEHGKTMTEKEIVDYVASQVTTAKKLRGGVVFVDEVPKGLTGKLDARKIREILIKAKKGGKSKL
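Purified P. pyralis luciferase, 10 nM final, with Km-level 10 uM D-luciferin and 10 uM ATP in 50 mM Tris acetate pH 7.5, 10 mM Mg acetate, 0.01% Tween-20, 0.05% BSA; 6-point qHTS titration about 60 µM downward; luminescence read.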
NPC1 prom act = qHTS Assay for NPC1 Promoter Activators; actives 2.4% (n = 320,000); Huh7 NPC1 promoter luciferase reporter, 24 h; Potency, µM (highest dose often 9.22 µM), for inactives: at the top dose activation, hits mostly activators; AID 485313, 2010;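 further: % of control where 0% means no effect; nearly all actives have a fitted effect of over 60% in size; reporter is driven by a mutant NPC1 promoter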
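Compounds in DMSO were transferred onto Huh7 NPC1-luciferase reporter cells pre-incubated 2 h; after 24 h at 37 °C, Amplite reagent was dispensed and luminescence recorded 10 min later.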
ELG1 genotoxic = qHTS screen for small molecules that induce genotoxicity in human embryonic kidney (HEK293T) cells expressing luciferase-tagged ELG1 | AID 504466, 2011 | HEK293T ELG1-luciferase reporter, luminescence, 16 h | Potency, µM (doses to about 46 µM), for the others: at the top dose activity change, positive = activation, usual class: activators | actives 1.3% (n = 330,000); further: % of control where 0% means no effect; nearly all actives have a fitted effect of over 60% in size
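After overnight (16 hr) compound treatment at 37 °C, ELG1-luciferase HEK293T cells were lysed with ONE-Glo; luminescence quantified 30 min later at room temperature.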
MLL CXXC-DNA inh = qHTS Fluorescence Polarization Assay for Inhibitors of MLL CXXC domain - DNA interaction; Histone-lysine N-methyltransferase 2A (Homo sapiens), Q03164; MLL-CXXC / FITC-HOXA9 DNA fluorescence polarization; Potency, µM (series often up to 115 µM), inactives show at the highest dose activity change, negative = inhibition, hits mostly inhibitors; actives 0.037% (n = 290,000); active means well fitted inhibition curve with a large enough effect in the polarisation, with a control signal flat, not every such curve was filed as active; inconclusive means small, poorly fitted or top-dose-only effect, or effect the other way, or a change in a side signal; inactive means no such curve, though single readings can be large or run the other way; the % refers to the polarisation
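Fluorescence polarization: 7 uM MLL-CXXC (stock) preincubated 5 min with compounds, then 50 nM fluorescein-HOX-A9 DNA (stock) added; 30 min ambient. Buffer 50 mM Tris-HCl pH 7.5, 50 mM NaCl, 1 mM DTT, 0.05% BSA.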
The depositor's hits bear a star; [ ] = another dose, or the depositor's remark. Unless noted, the call rests on the fitted dose curve; in most records, active means well fitted curve in the direction sought with a large enough effect; inconclusive means small, poorly fitted or top-dose-only effect, or another doubt; inactive means no such curve, though single readings can be large; an effect the other way counts as inactive or inconclusive. Potency means the concentration at half of the fitted maximal effect. Only part of the results is shown; count on the stated rates, not on these rows.

COc1ccc(-c2csc(C3=C(O)CN(Cc4ccc(S(N)(=O)=O)cc4)C3=N)n2)cc1OC was read as RORgamma inh 5%, BRCA1 expr act -23%, VP16 counter -3%, p53 reactivation 1%, Rab9 prom act -5%, MBNL1-CUG inh 2%, uPA generation -6%, FLuc counter 3%, NPC1 prom act 4%, ELG1 genotoxic 2% and MLL CXXC-DNA inh 7%.
For COc1ccc(C(=O)Nc2ccc(S(=O)(=O)N3CCCCC3)cc2)cc1OC the results were RORgamma inh 19%, BRCA1 expr act -31%, VP16 counter 4%, p53 reactivation -4%, Rab9 prom act -5%, MBNL1-CUG inh -3%, uPA generation 1%, FLuc counter 5%, NPC1 prom act -1%, ELG1 genotoxic 5% and MLL CXXC-DNA inh 7%.
`Cc1ccc(NC(=O)c2ccc(S(=O)(=O)N3CCOCC3)cc2)cc1` gave RORgamma inh 5%, BRCA1 expr act 35%, VP16 counter -1%, p53 reactivation 3%, Rab9 prom act 13%, MBNL1-CUG inh -4%, uPA generation 3%, FLuc counter -15%, NPC1 prom act 0%, ELG1 genotoxic 15% and MLL CXXC-DNA inh 8%.
For COc1ccc(/C=C2\C(=O)NCC(=O)N2Cc2ccccc2)cc1 the results were RORgamma inh -27%, BRCA1 expr act -61%, VP16 counter 1%, p53 reactivation -11%, Rab9 prom act -4%, MBNL1-CUG inh -1%, uPA generation -16%, FLuc counter 1%, NPC1 prom act -20%, ELG1 genotoxic 0% and MLL CXXC-DNA inh 7%.
Screening COc1ccccc1CNc1cc(C)ccn1 returned RORgamma inh -25%[1.91 µM], BRCA1 expr act -5%, VP16 counter 4%, Rab9 prom act 2%, MBNL1-CUG inh -4%, uPA generation -5%, FLuc counter -1%, NPC1 prom act -6%, ELG1 genotoxic -4% and MLL CXXC-DNA inh 8%.
For CCOC(=O)Nc1ccc(C)cc1C the results were RORgamma inh 20%, BRCA1 expr act 0%, VP16 counter -1%, p53 reactivation 0%, Rab9 prom act 3%, MBNL1-CUG inh 13%, uPA generation 1%, FLuc counter -3%, NPC1 prom act 1%, ELG1 genotoxic -1% and MLL CXXC-DNA inh -2%.
For Cc1cc(C)c(S(=O)(=O)Nc2c(C)n(C)n(-c3ccccc3)c2=O)cc1[N+](=O)[O-] the results were RORgamma inh -8%, BRCA1 expr act -15%, VP16 counter -4%, p53 reactivation -8%, Rab9 prom act -4%, MBNL1-CUG inh 16%, uPA generation -1%, FLuc counter 1%, NPC1 prom act 1%, ELG1 genotoxic 0% and MLL CXXC-DNA inh 6%.
CNC(=O)Cn1c(=O)n(C)c2ccccc21 was read as RORgamma inh 5%, BRCA1 expr act 13%, VP16 counter 14%, p53 reactivation -9%, Rab9 prom act -1%, MBNL1-CUG inh -1%, uPA generation 3%, FLuc counter 1%[2.3 µM], NPC1 prom act -4%, ELG1 genotoxic 0% and MLL CXXC-DNA inh 6%.
For Cc1ccccc1C(=O)NC1CCSC1=O (stereo not drawn) the results were RORgamma inh inconclusive, BRCA1 expr act 26%, VP16 counter -2%, p53 reactivation -1%, Rab9 prom act -9%, MBNL1-CUG inh -4%, uPA generation 11%, FLuc counter -2%, NPC1 prom act 1%, ELG1 genotoxic -1% and MLL CXXC-DNA inh -2%.
Cc1cc(C)c2nc(Cl)c(Cl)nc2c1 was read as RORgamma inh 1%, BRCA1 expr act -7%, VP16 counter 0%, p53 reactivation -1%, Rab9 prom act -4%, uPA generation 8%, FLuc counter -3%, NPC1 prom act 1%, ELG1 genotoxic 0% and MLL CXXC-DNA inh 1%.
Screening COc1ccc(-n2c(SC)nc(O)cc2=O)cc1 returned RORgamma inh 13%, BRCA1 expr act 2%, VP16 counter -7%, p53 reactivation 3%, Rab9 prom act 0%, MBNL1-CUG inh 1%, FLuc counter 1%, NPC1 prom act -2%, ELG1 genotoxic 4% and MLL CXXC-DNA inh 2%.
For COc1ccc(NC(=O)C2CCCN2C(=O)NC2CCCCC2)cc1 (stereo not drawn) the results were RORgamma inh 1%, BRCA1 expr act -2%, VP16 counter -14%, p53 reactivation -2%, Rab9 prom act -4%, MBNL1-CUG inh 4%, uPA generation -7%, FLuc counter 2%, NPC1 prom act 0%, ELG1 genotoxic 0% and MLL CXXC-DNA inh 1%.
For CCN(CC)C(=O)CN1CCC(c2nc3cc(C)c(C)cc3[nH]2)CC1 the results were RORgamma inh -6%, BRCA1 expr act -11%, VP16 counter 4%, Rab9 prom act 0%, MBNL1-CUG inh -8%, uPA generation -1%, FLuc counter 1%, NPC1 prom act 1%, ELG1 genotoxic -1% and MLL CXXC-DNA inh 1%.
`Cc1ccccc1CN(C)Cc1cc(=O)oc2c(C)c(C)ccc12` gave RORgamma inh 162%, BRCA1 expr act -3%, VP16 counter inconclusive, p53 reactivation 25%, Rab9 prom act 2%, MBNL1-CUG inh -1%, uPA generation 0%, FLuc counter -18%, NPC1 prom act 1%, ELG1 genotoxic -14% and MLL CXXC-DNA inh -3%.
Screening NC(=O)CSc1nnc(-c2ccco2)n1N returned RORgamma inh -3%, BRCA1 expr act 11%, VP16 counter -3%, p53 reactivation 2%, Rab9 prom act 1%, MBNL1-CUG inh -3%, FLuc counter -1%, NPC1 prom act -1%, ELG1 genotoxic 0% and MLL CXXC-DNA inh -7%.
C=CCn1c(=O)c2ccccc2n2c(SCc3nc4ccccc4s3)nnc12 was read as RORgamma inh inconclusive, BRCA1 expr act 15%, VP16 counter -1%, p53 reactivation inconclusive, Rab9 prom act inconclusive, MBNL1-CUG inh -2%, uPA generation -5%, FLuc counter 12µM*, NPC1 prom act 5%, ELG1 genotoxic inconclusive and MLL CXXC-DNA inh -12%.
`COc1cc(NS(=O)(=O)c2ccc(NC(=O)CSC3=NCCS3)cc2)nc(OC)n1` gave RORgamma inh -1%, VP16 counter 0%, p53 reactivation 5%, Rab9 prom act 1%, MBNL1-CUG inh -2%, FLuc counter 4%, NPC1 prom act -5%, ELG1 genotoxic 12% and MLL CXXC-DNA inh 7%.
For Cc1ccc(OCCN2C(=O)c3ccccc3C2=O)c([N+](=O)[O-])c1 the results were RORgamma inh 22%, BRCA1 expr act 5%, VP16 counter 18%, p53 reactivation inconclusive, Rab9 prom act 26%, MBNL1-CUG inh 31%[activator], uPA generation 4%, FLuc counter 21µM*, NPC1 prom act 14%, ELG1 genotoxic 7% and MLL CXXC-DNA inh 0%.
Screening CCC(CC)C(=O)NCCc1cc2ccc(C)cc2[nH]c1=O returned RORgamma inh -17%, BRCA1 expr act 0%, VP16 counter 2%, p53 reactivation -9%, Rab9 prom act -2%, MBNL1-CUG inh -8%, uPA generation 1%, FLuc counter 0%, NPC1 prom act -1%, ELG1 genotoxic 0% and MLL CXXC-DNA inh 0%.
CC(C)[C@H](NC(=O)N1CCn2c1nc1ccccc12)C(=O)NCc1ccccc1Cl was read as RORgamma inh -10%, BRCA1 expr act -40%, VP16 counter 3%, p53 reactivation 3%, Rab9 prom act -2%, MBNL1-CUG inh -2%, uPA generation 20%, FLuc counter 2%, NPC1 prom act -1%, ELG1 genotoxic -4% and MLL CXXC-DNA inh 2%.
For COCCn1c(CN2CCN(C(=O)c3ccco3)CC2)nc2c1c(=O)n(C)c(=O)n2C the results were RORgamma inh -17%, BRCA1 expr act 1%, VP16 counter 2%, p53 reactivation 5%, Rab9 prom act -1%, MBNL1-CUG inh -6%, uPA generation -2%, FLuc counter 2%, NPC1 prom act -3%, ELG1 genotoxic 0% and MLL CXXC-DNA inh -11%.
For Cc1ccc(SCc2noc(C(=O)NC(C)C)c2C(=O)O)cc1C the results were RORgamma inh inconclusive, BRCA1 expr act 0%, VP16 counter inconclusive, p53 reactivation 0%, Rab9 prom act -5%, MBNL1-CUG inh -2%, uPA generation -9%, FLuc counter -20%, NPC1 prom act 2%, ELG1 genotoxic 0% and MLL CXXC-DNA inh -15%.
`Cc1scc(C(=O)N/N=C/c2ccco2)c1C` gave RORgamma inh -38%, BRCA1 expr act 86%, VP16 counter -5%, p53 reactivation inconclusive, Rab9 prom act 2.8µM*, MBNL1-CUG inh inconclusive, uPA generation -6%, FLuc counter 11µM*, NPC1 prom act inconclusive, ELG1 genotoxic inconclusive and MLL CXXC-DNA inh 0%.

Screening data as filed in PubChem BioAssay.
